# Source: PubChem BioAssay
# Fam108B counter – counter-screen for RBBP9 inhibitors: inhibitors of mouse Fam108B; recombinant Fam108B, FP-Rh probe fluorescence polarization; inhibition, % at 9.51 µM; hit rate 0.33% among 300,000; AID 1947;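 active means inhibition above the screen mean inhibition plus 3 SD, computed separately per campaign, cut at about 18% in these data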;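 further: inhibitors lower polarization as less probe binds the enzyme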
# MCL1-BIM inh – MCL1-BIM-BH3 interaction inhibition (human); Q07820; GST-MCL1 / FITC-Bim-BH3 fluorescence polarization; inhibition, % at 10.9 µM; hit rate 0.68% among 320,000; AID 2057;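 active means inhibition above the mean inhibition of all tested compounds plus 3 SD, set per campaign, cut at about 40% in these data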;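 further: 0% = DMSO wells and 100% = unlabeled Bim-BH3 peptide control; higher means more loss of mP so more displacement of Bim peptide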
# Target sequence (Q07820 whole entry, looked up): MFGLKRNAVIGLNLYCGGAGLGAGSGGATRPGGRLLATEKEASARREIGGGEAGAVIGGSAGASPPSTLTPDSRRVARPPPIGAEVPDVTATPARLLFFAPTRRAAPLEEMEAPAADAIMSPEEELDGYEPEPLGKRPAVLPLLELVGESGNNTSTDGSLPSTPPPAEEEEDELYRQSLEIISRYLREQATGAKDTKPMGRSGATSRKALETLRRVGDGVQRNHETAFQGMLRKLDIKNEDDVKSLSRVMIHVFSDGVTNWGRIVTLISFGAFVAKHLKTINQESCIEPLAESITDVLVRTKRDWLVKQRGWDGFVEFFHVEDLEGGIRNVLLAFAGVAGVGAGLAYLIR
# GLD-1 TGE inh – GLD-1-TGE RNA interaction inhibition (C. elegans). Q17339. purified GLD-1 + fluorescein TGE RNA, fluorescence polarization. inhibition, % at 5.96 µM. hit rate 0.44% among 320,000;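 active means percent inhibition above a per-plate cutoff, the plate mean of test compounds plus 3 SD, cut at about 30% in these data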;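 further: 0% = DMSO wells with GLD-1 and probe and 100% = wells lacking GLD-1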
# PME-1 primary – blocks human protein phosphatase methylesterase 1; recombinant PME-1, FP-Rh probe fluorescence polarization; inhibition, % at 5.9 µM; hit rate 0.53% among 320,000;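 active means inhibition above the campaign mean of all compounds plus 3 SD, cut at about 26% in these data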;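 further: competitive labeling of PME-1 active site by serine hydrolase directed probe; 0% = PME-1 with DMSO and 100% = wells lacking PME-1 enzyme; inhibitors block probe labeling so polarization falls and inhibition rises; many of its hits are not listed in these tables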
# AHR act – activates the human aryl hydrocarbon receptor; AHR-responsive luciferase reporter cells, luminescence; activation, % at 5 µM; hit rate 2.5% among 320,000; in the data active means activation above about 47%;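 further: 0% = vehicle wells and 100% = reference agonist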
# Bcl-xL primary – blocks human Bcl-xL binding to Bim BH3 peptide; GST-Bcl-xL / FITC-Bim BH3 peptide fluorescence polarization; Q07817; inhibition, % at 10.9 µM; hit rate 0.7% among 320,000;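 active means inhibition above the mean of all tested compounds plus 3 SD, cutoff set per campaign, cut at about 30% in these data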;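 further: 0% = DMSO wells and 100% = unlabeled Bim-BH3 peptide competitor; inhibitors lower millipolarization by displacing the labeled peptide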
# Target sequence (Q07817 whole entry, looked up): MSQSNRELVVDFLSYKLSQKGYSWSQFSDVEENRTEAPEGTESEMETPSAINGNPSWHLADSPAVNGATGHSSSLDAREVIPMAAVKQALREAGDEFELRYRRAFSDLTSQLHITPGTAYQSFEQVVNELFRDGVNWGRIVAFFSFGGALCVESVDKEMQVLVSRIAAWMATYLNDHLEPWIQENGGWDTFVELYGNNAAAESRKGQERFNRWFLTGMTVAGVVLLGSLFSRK
# MEX-5 binding – C. elegans MEX-5 TCR-2 RNA binding activity; Q9XUB2; MEX-5/FITC-TCR2 RNA binding, fluorescence polarization; hits give low values; activity score (negative = inhibition of binding), % at 10 µM; hit rate 0.38% among 300,000;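 active means inhibition past about -25% in most replicates, and total fluorescence under double the plate's negative control median, limit read from the data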;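 further: 0% = DMSO and -100% = 5 µM competing unlabeled TCR2 RNA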
# Target sequence (Q9XUB2 whole entry, looked up): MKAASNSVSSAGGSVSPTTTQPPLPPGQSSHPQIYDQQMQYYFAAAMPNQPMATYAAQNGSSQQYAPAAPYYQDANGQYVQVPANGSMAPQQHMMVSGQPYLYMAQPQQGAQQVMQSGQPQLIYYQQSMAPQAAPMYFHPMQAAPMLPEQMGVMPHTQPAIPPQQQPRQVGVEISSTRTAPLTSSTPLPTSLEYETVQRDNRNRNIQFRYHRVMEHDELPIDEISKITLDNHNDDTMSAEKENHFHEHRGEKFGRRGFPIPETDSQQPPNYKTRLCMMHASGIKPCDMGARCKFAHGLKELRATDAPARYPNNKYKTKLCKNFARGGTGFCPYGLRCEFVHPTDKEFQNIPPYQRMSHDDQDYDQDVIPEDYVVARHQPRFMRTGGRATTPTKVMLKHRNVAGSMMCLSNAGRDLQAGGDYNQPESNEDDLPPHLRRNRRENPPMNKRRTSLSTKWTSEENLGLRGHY
# pPAFAH FP inh – inhibitors of human plasma PAF acetylhydrolase (pPAFAH). AID 463082. hit rate 1.5% among 330,000. recombinant pPAFAH, FP-rhodamine probe fluorescence polarization. Q13093. inhibition, % at 3.39 µM;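 active means inhibition above the mean inhibition across the screen plus 3 SD, cut at about 25% in these data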;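 further: inhibitors block binding of the rhodamine activity-based probe so polarization drops; 0% = enzyme with DMSO and 100% = wells lacking pPAFAH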
# PAFAH1B2 inh – inhibitors of human PAFAH1B2. P68402. recombinant PAFAH1B2, FP-rhodamine activity probe, fluorescence polarization. inhibition, % at 3.39 µM. hit rate 1.2% among 340,000. AID 492953;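 active means inhibition above the mean of all tested compounds plus 3 SD, cut at about 24% in these data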;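 further: 0% = enzyme with DMSO and 100% = wells lacking PAFAH1B2; many of its hits are not listed in these tables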
# The depositor's hits bear a star; x = no result given. Only part of the results is shown. The share of hits here may be higher or lower than overall.
SMILES,Fam108B counter,MCL1-BIM inh,GLD-1 TGE inh,PME-1 primary,AHR act,Bcl-xL primary,MEX-5 binding,pPAFAH FP inh,PAFAH1B2 inh
Cc1ccc(C(=O)OCc2cc3ccccc3[nH]c2=O)cc1,-4.3,-5.6,-2.1,-9.4,2.9,-2.2,0.7,-3.8,3.0
Cc1ccc(C(=O)Nc2ccc(Nc3ccccc3)cc2)cc1C,5.5,-3.2,8.5,1.8,-5.3,2.1,-1.7,12.8,1.4
CCOC(=O)c1c(C)[nH]c(C(=O)COC(=O)C2CC(=O)N(Cc3ccccc3)C2)c1C (stereo unspecified),4.0,-2.0,-3.6,9.2,8.2,8.3,1.9,8.6,-0.4
CCOc1ccc(Cn2cc(F)c(=O)[nH]c2=O)cc1,-0.9,1.8,1.6,0.5,0.3,1.9,1.3,5.7,2.5
Cc1ccc(/C(N)=N/OC(=O)CN(C)S(=O)(=O)c2ccc(C)cc2)cc1,4.4,5.3,-0.2,0.8,-2.1,2.2,-2.3,1.6,6.6
C/C(N=Nc1nc2ccccc2s1)=N\Nc1ccccc1O,8.0,2.8,10.9,12.9,43.2,-2.4,-1.7,14.5,6.0
O=C(CC1C(=O)NCCN1Cc1ccoc1)NCc1cccc(OC(F)(F)F)c1 (stereo unspecified),-3.4,2.7,3.1,-7.6,-0.1,2.3,-1.1,1.7,3.2
CCN(CC)c1ccc(/C=N/NC(=O)c2c(-c3ccccc3)noc2C)cc1,-1.8,-5.6,-4.8,-2.0,8.9,-0.1,0.1,6.2,-4.1
COc1ccccc1-c1nnc(SCc2nc3ccccc3s2)n1C,-2.4,-8.8,5.0,-0.8,18.6,-10.1,-0.2,-2.4,1.5
O=C(NNc1ncccc1-n1cccc1)c1ccc(Cl)cc1,1.3,0.6,4.9,-1.1,-0.5,5.1,1.3,-1.1,3.2
O=C1Nc2ccccc2C1=Nc1ccc(S(=O)(=O)Nc2nccs2)cc1,-1.4,-0.3,3.6,-7.2,4.0,-0.4,-1.0,8.4,6.5
CCc1nnc(NC(=O)c2n[nH]c(=O)c3ccccc23)s1,-1.5,0.1,3.8,-1.8,4.3,1.8,0.1,1.8,3.9
CCN(Cc1ccccc1)C(=O)c1ccc(CNS(=O)(=O)c2ccc(C)cc2)cc1,-3.5,8.5,-1.8,17.7,2.8,6.2,-0.5,9.6,2.7
COC(=O)c1cc(S(=O)(=O)NC2CCN(Cc3ccccc3)CC2)cn1C,-3.2,1.7,-3.9,-2.7,-0.9,5.8,1.1,5.4,-1.1
O=C(Nc1ccccn1)c1ccc2c(c1)OCCO2,2.9,3.8,2.1,6.3,-3.7,2.9,0.5,2.8,4.5
N#Cc1c(N)nc(SC2CCCCC2=O)c(C#N)c1-c1ccco1 (stereo unspecified),1.5,15.7,11.4,0.2,0.8,15.3,-0.8,0.6,3.3
CC(=O)C1=C(O)C(=O)N(c2ccc(Br)cc2)C1c1ccc([N+](=O)[O-])cc1 (stereo unspecified),0.1,-3.4,1.9,-3.4,62.3*,-0.6,0.5,10.7,5.9
O=C(CSc1ncccn1)NC(=O)c1ccccc1,-2.1,3.8,-0.4,-1.2,0.8,3.8,0.9,2.5,3.8
CCOC(=O)Cc1csc(NC(=O)COc2ccc(N(C)S(=O)(=O)c3ccc(C)cc3)cc2)n1,-3.0,4.1,-0.8,14.3,0.9,7.1,-0.2,5.3,0.5
FC(F)(F)c1ccc(CN2CCCCCC2)cc1,0.7,2.6,-3.4,3.1,-1.2,2.3,-0.8,3.2,-0.4
O=C(Nc1nnc(-c2ccc(F)cc2)o1)c1cccc([N+](=O)[O-])c1,3.1,13.1,-4.8,1.9,5.4,5.6,-1.8,4.7,3.4
CCOC(=O)c1ccc(N=c2sc(C(=O)OC)cc(=O)n2Cc2ccco2)cc1,-6.6,1.4,0.8,-7.0,-1.5,8.8,-0.5,3.4,4.3
COc1ccc(-n2c(Cc3cc(=O)[nH]c(=O)[nH]3)nnc2SCC(=O)Nc2cc(C(F)(F)F)ccc2Cl)cc1,-1.4,-5.5,-6.0,2.4,-0.3,2.9,-0.2,5.7,0.2
Cc1ccc(S(=O)(=O)N2CCOCC2)cc1C(=O)Nc1ccccc1F,-2.5,12.2,2.0,-1.0,2.4,6.5,-1.6,-1.1,9.7
COc1ccc(-c2nn(-c3ccccc3)cc2/C=N/Nc2ccc(Cl)c(C(=O)O)c2)cc1OC,-3.7,-2.3,1.4,-5.6,16.1,5.0,-3.6,0.4,8.1
CSc1nc2ccc(NS(=O)(=O)c3ccc(Br)s3)cc2s1,4.5,-3.2,2.4,-1.8,-1.3,-0.5,-2.3,14.0,13.4
Cc1ccc(N(CC(O)CN2C(=O)NC(C)(C)C2=O)S(=O)(=O)c2ccc(C)cc2)cc1 (stereo unspecified),2.6,6.0,0.0,1.1,4.8,4.2,0.7,3.9,0.4
Cc1ccc(/C=N/NC(=O)C(C)Oc2cccc3ccccc23)o1 (stereo unspecified),-6.6,20.4,-1.5,3.1,4.4,4.1,1.4,9.7,-0.2
NCCCC[C@H]1CN=C(N)N1CCC12CC3CC(CC(C3)C1)C2,1.7,2.8,-3.4,1.4,0.9,7.4,3.8,-0.3,-2.8
O=C(OCCN1C(=O)c2ccccc2C1=O)Oc1ccccc1,-0.2,0.7,-8.8,0.7,0.1,6.3,-2.3,-0.3,-3.2
CC(=O)NCC(=O)N(Cc1ccco1)C1(C(=O)NC2CCCC2)CCCCC1,-0.9,7.7,0.7,-4.8,-1.8,5.9,2.5,3.0,1.8
Cc1[nH]n(-c2ccc(Br)cc2)c(=O)c1C=Nc1ccc(S(=O)(=O)Nc2nccs2)cc1,8.1,10.4,4.4,6.6,18.5,4.0,-0.3,13.2,5.0
Cc1cc2nnc(SCC(=O)N3CCCCCC3)n2c(N)n1,-1.7,8.4,6.4,2.9,1.1,0.8,0.9,-3.3,1.4
Cc1ccc(OCC(=O)NNC(=S)NC(=O)C2CCCCC2)c(C)c1,4.2,5.4,1.7,-0.8,0.5,11.9,-1.5,3.2,6.4
Cc1ccc(NC(=O)CSc2n[nH]c(=O)n2C2CC2)cc1S(=O)(=O)N1CCOCC1,-0.3,1.9,0.9,-2.3,-3.5,6.8,0.8,-2.9,2.1
CCC/C(O)=C1\C(=O)CC(C)(C)CC1=Nc1ccccc1O,0.1,-2.2,3.7,0.5,1.4,-1.3,-1.9,-0.1,8.4
CCC(c1nnc(SCC(=O)N(C)c2ccccc2)n1Cc1ccccc1)N(C)C (stereo unspecified),-0.5,-4.3,-2.8,-4.1,-3.6,1.8,0.4,1.8,1.5
Cc1cc(NC(=O)c2cc(S(=O)(=O)N3CCCCC3)ccc2C)n(-c2ccccn2)n1,-8.7,3.6,6.8,3.2,5.0,7.4,x,3.4,-3.9
COc1ccc(CN(C#N)c2nc(SC)nc(N(C)C)n2)cc1,0.2,-20.4,-8.2,-1.9,9.1,-8.8,1.6,2.6,-0.6
O=C(NCCc1ccccc1)c1ccccc1Cl,-6.0,-1.0,10.4,-9.4,-8.7,5.0,-0.1,-4.8,-4.9
Cc1cc(C(=O)Nc2ccccc2[N+](=O)[O-])cs1,1.7,-0.8,2.2,3.3,10.8,-1.1,1.2,6.0,-2.8
Cc1ccccc1OCC(=O)NCCC1=CCCCC1,4.3,3.9,8.7,0.0,9.2,1.7,1.2,2.6,-0.6
Cc1n[nH]c(=S)n(/N=C/c2ccccn2)c1=O,4.8,2.1,1.8,5.2,0.0,-1.8,-4.4,0.7,3.3
COC(=O)c1ccc(CN2CCc3ccc(NC(=O)c4ccncc4)cc3C2)cc1,-1.2,7.2,1.8,-2.7,0.9,5.7,0.5,4.8,-1.5
CCOC(=O)N1CCC(N2Cc3cccc(C(=O)N4CCN(C5CCCCC5)CC4)c3C2=O)CC1,-2.9,0.1,5.2,-6.2,3.3,2.6,0.4,-0.3,3.9
Cc1cc(C)n(CC(O)Cn2c3ccccc3c3ccccc32)n1 (stereo unspecified),0.9,2.6,0.1,2.3,29.9,3.4,3.3,-1.8,3.0
Cc1cc2oc3ccc(NCCCN4CCOCC4)cc3c(=O)c2cc1C,2.0,13.1,-2.8,1.9,2.9,11.6,-2.8,12.9,0.4
CC(C)NC(=O)CN1CCN(C(=O)CCl)CC1,-0.9,-1.4,10.7,3.4,0.9,-2.7,0.0,4.7,10.7
CC12CCC(C/C1=N\OC(=O)c1c(F)cccc1F)C2(C)C (stereo unspecified),-5.1,-2.3,2.8,-2.9,-1.4,1.0,-0.6,13.6,5.1
CCOC(=O)C1C(c2ccc(O)c(OCC)c2)NC(=S)NC1(O)C(F)(F)F (stereo unspecified),-0.3,6.1,6.3,-7.0,0.5,4.4,-0.1,2.0,-3.0
CSc1nc(-c2ccccc2)[nH]c(=S)c1C(C)=O,1.9,15.0,-1.7,-4.5,20.2,9.2,-2.8,-0.4,7.0
COc1cccc(CNC(=O)Cn2c(=O)n(CCC(=O)N3CCCCC3)c(=O)c3sccc32)c1,0.5,-3.5,2.5,-3.3,0.5,6.8,-2.4,4.5,1.8
COc1ccc(-c2c(NC(=O)c3ccco3)oc3c(C)cccc3c2=O)cc1,-3.4,4.6,5.0,7.6,1.3,3.9,0.0,1.5,1.1
Cc1c(Cl)ccc2c(C(=O)NCCN3CCCCC3)cc(-c3ccccn3)nc12,2.9,10.5,5.6,-4.0,19.8,1.5,0.7,0.9,0.5
CCOc1ccccc1NC(=O)COC(=O)CN1C(=O)NC(C)(C)C1=O,x,x,8.2,x,2.3,x,x,1.8,-1.1
CC(=O)c1ccc(N2CCN(S(=O)(=O)c3ccccc3)CC2)c(F)c1,-0.8,6.7,-0.9,5.1,-2.6,1.6,2.1,1.9,1.8
Cc1ccc(NC(=O)c2nn(C34CC5CC(CC(C5)C3)C4)cc2[N+](=O)[O-])cc1,-1.8,3.1,2.3,-6.9,2.9,5.5,-1.3,3.0,2.5
COc1ccccc1N1CC(C(=O)Nc2ccc(S(=O)(=O)N3CCOCC3)cc2)CC1=O (stereo unspecified),0.3,1.3,1.8,-1.5,-1.9,-2.8,1.8,5.1,1.8
CCOc1ccc(C2/C(=C(\O)c3ccc4c(c3)OCCO4)C(=O)C(=O)N2Cc2cccnc2)cc1OCC (stereo unspecified),0.3,-7.1,-1.2,3.8,3.3,0.7,0.5,2.0,3.9
Cc1onc(-c2ccccc2)c1C(=O)Nc1ccc(Cl)c(S(=O)(=O)N2CCOCC2)c1,x,-18.2,0.8,3.6,3.9,-7.5,x,-0.5,-0.9
O=C(Cc1ccc([N+](=O)[O-])cc1)Nc1ccc2c(c1)CCC2,-2.0,-10.8,-0.4,-2.8,3.4,-2.4,-0.2,15.2,0.3

# 3 entries from above, reformatted:
SMILES	Fam108B counter	MCL1-BIM inh	GLD-1 TGE inh	PME-1 primary	AHR act	Bcl-xL primary	MEX-5 binding	pPAFAH FP inh	PAFAH1B2 inh
CCOC(=O)C1C(c2ccc(O)c(OCC)c2)NC(=S)NC1(O)C(F)(F)F (stereo unspecified)	-0.3	6.1	6.3	-7.0	0.5	4.4	-0.1	2.0	-3.0
Cc1cc(C)n(CC(O)Cn2c3ccccc3c3ccccc32)n1 (stereo unspecified)	0.9	2.6	0.1	2.3	29.9	3.4	3.3	-1.8	3.0
CC(=O)c1ccc(N2CCN(S(=O)(=O)c3ccccc3)CC2)c(F)c1	-0.8	6.7	-0.9	5.1	-2.6	1.6	2.1	1.9	1.8
